LYPLA2 inh: counter-screen for PME1 inhibitors: inhibitors of human LYPLA2; O95372; recombinant LYPLA2, FP-Rh probe fluorescence polarization; inhibition, % at 5.9 µM; hit rate 0.38% among 320,000;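 active = inhibition above the screen-wide mean plus 3 SD, limit set per campaign, cut at about 26% in these data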;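 also: 0% = LYPLA2 with DMSO and 100% = wells lacking LYPLA2 enzyme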
LYPLA1 counter: LYPLA1 (human) inhibition in PME1 counter-screen | O75608 | inhibition, % at 5.9 µM | hit rate 0.16% among 320,000 | recombinant LYPLA1, FP-Rh probe fluorescence polarization | AID 2174;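 active = inhibition above the mean of all tested compounds plus 3 SD, set per campaign, cut at about 14% in these data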;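 also: inhibitors block serine hydrolase probe labeling of LYPLA1 so polarization falls; 0% = enzyme with DMSO and 100% = wells lacking LYPLA1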
pPAFAH inh: inhibitors of human plasma PAF acetylhydrolase (pPAFAH). AID 463082. hit rate 1.5% among 330,000. inhibition, % at 3.39 µM. recombinant pPAFAH, FP-rhodamine probe fluorescence polarization;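 active = inhibition above the mean inhibition across the screen plus 3 SD, cut at about 25% in these data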;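 also: inhibitors block binding of the rhodamine activity-based probe so polarization drops; 0% = enzyme with DMSO and 100% = wells lacking pPAFAH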
PAFAH2 inh: inhibitors of human PAFAH2; Q99487; recombinant PAFAH2, FP-rhodamine activity probe, fluorescence polarization; inhibition, % at 3.39 µM; hit rate 0.99% among 340,000;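 active = inhibition above the mean over all tested compounds plus 3 SD, cut at about 30% in these data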;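 also: inhibitors block probe labeling of enzyme so polarization drops; 0% = enzyme with DMSO and 100% = wells lacking PAFAH2 protein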
PAD4 inh: PAD4 (human) enzyme inhibition | hit rate 0.41% among 330,000 | recombinant PAD4, RCA probe fluorescence polarization | inhibition, % at 6.36 µM;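 active = percent inhibition above a cutoff equal to the mean of all tested compounds plus 3 SD, cut at about 15% in these data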;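 also: 0% = PAD4 with RCA probe and DMSO and 100% = probe without PAD4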
PREPL inh: inhibitors of human prolyl oligopeptidase-like enzyme PREPL; Q4J6C6; recombinant PREPL, fluorescence polarization activity-based probe; inhibition, % at 5.96 µM; hit rate 0.68% among 320,000; AID 2751; in the data active = inhibition above about 43%;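 also: 0% = enzyme with DMSO and 100% = wells lacking enzyme; many of its hits are not listed in these tables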
Target sequence (Q4J6C6 whole entry, looked up): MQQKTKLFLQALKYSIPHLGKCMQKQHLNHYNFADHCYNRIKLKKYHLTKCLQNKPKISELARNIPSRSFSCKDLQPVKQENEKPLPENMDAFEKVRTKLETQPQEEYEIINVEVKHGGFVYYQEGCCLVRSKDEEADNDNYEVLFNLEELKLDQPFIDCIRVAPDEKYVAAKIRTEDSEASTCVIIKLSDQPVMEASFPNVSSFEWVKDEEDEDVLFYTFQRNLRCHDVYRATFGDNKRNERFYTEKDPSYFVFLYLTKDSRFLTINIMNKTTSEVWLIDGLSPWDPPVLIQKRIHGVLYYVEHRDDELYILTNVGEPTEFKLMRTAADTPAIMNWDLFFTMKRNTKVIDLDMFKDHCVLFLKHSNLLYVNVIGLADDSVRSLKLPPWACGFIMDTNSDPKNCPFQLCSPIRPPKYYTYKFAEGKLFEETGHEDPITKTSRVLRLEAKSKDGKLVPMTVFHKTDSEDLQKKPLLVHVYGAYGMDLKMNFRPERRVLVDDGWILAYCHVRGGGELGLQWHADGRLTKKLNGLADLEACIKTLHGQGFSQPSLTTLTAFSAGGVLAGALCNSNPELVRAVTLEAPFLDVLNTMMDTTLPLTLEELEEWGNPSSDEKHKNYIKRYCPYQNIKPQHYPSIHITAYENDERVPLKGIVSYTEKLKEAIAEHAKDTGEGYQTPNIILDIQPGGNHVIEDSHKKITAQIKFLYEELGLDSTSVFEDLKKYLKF
GSTO1 inh: counter-screen for RBBP9 inhibitors: inhibitors of human GSTO1. P78417. recombinant GSTO1, activity-based probe fluorescence polarization. inhibition, % at 5.96 µM. hit rate 1.1% among 300,000. AID 1974;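 active = inhibition above the campaign mean inhibition plus 3 SD, cut at about 35% in these data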;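 also: 0% = GSTO1-1 with DMSO and 100% = wells lacking GSTO1-1 enzyme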
Target sequence (P78417 whole entry, looked up): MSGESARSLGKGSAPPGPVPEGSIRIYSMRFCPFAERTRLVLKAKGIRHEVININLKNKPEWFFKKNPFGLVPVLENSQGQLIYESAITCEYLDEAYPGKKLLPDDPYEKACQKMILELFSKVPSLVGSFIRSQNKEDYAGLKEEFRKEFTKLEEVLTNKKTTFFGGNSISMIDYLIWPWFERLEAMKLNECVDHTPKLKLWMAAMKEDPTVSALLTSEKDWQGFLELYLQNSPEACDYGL
PAFAH1B3 inh: PAFAH1B3 (human) inhibition | inhibition, % at 3.39 µM | hit rate 0.28% among 340,000 | recombinant PAFAH1B3, FP-rhodamine probe, fluorescence polarization | Q15102;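 active = inhibition above the screen-wide average of all tested compounds plus 3 SD, cut at about 25% in these data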;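 also: 0% = enzyme with DMSO only and 100% = wells lacking PAFAH1B3 protein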
PAFAH1B2 FP inh: inhibitors of human PAFAH1B2. recombinant PAFAH1B2, FP-rhodamine activity probe, fluorescence polarization. inhibition, % at 3.39 µM. hit rate 1.2% among 340,000. AID 492953;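 active = inhibition above the mean of all tested compounds plus 3 SD, cut at about 24% in these data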;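 also: 0% = enzyme with DMSO and 100% = wells lacking PAFAH1B2; many of its hits are not listed in these tables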
* hit, by the source's call; . = not tested or not shown. These rows are one share of the data; the hit share may differ from the screen's.

SMILES | LYPLA2 inh | LYPLA1 counter | pPAFAH inh | PAFAH2 inh | PAD4 inh | PREPL inh | GSTO1 inh | PAFAH1B3 inh | PAFAH1B2 FP inh
Cc1ccc2cccc(OCCCOc3ccccc3CO)c2n1 | -8.7 | -2.8 | 0.5 | 5.0 | 4.1 | -0.2 | 5.6 | -1.8 | -2.2
Cc1cnc(C(=O)OCC(=O)NC(=O)c2ccccc2)cn1 | 3.9 | 1.6 | 2.4 | 7.3 | -2.4 | 0.9 | 3.9 | 2.3 | 0.6
O=C(CN1CCN(S(=O)(=O)c2ccc(Cl)s2)CC1)N1CCCCC1 | 1.1 | -0.2 | 4.0 | 0.4 | -0.9 | 8.5 | . | 7.5 | 12.3
CC(C)(C)c1nnc2sc(SCC(=O)c3ccc(Cl)cc3)nn2c1=O | 11.7 | 5.4 | 1.3 | -2.4 | -4.8 | 16.3 | 2.3 | 26.8* | 8.1
C[C@H](NC(=O)c1nc[nH]c1C(=O)N1CCN(C(=O)OC(C)(C)C)CC1)C(=O)OCc1ccccc1 | 1.0 | -0.5 | 7.0 | 0.6 | 1.2 | 9.5 | 3.3 | 10.5 | 7.9
CCCNc1c(NC(=O)C2CCC(C)CC2)c(=O)oc2ccccc12 (centres undefined) | 8.0 | 2.4 | 4.6 | 4.5 | -3.7 | 2.8 | 5.0 | -0.1 | -0.7
CC(C)(C)OC(=O)N1CCC(C(=O)N2CCCCCC2)CC1 | 0.5 | 0.9 | 3.7 | -6.0 | -6.2 | 2.1 | 4.7 | 8.7 | -0.5
Cc1sc(NC(=O)CN(Cc2ccccc2)C(=O)C(C)C)c(C(N)=O)c1C | -2.3 | -0.1 | 0.1 | -2.0 | -2.2 | 1.0 | 3.0 | 2.3 | 5.3
CSc1nc(-c2ccccc2)nn1S(=O)(=O)c1ccc(Cl)cc1 | -0.5 | -1.0 | -4.8 | 1.5 | 1.4 | -0.1 | 0.4 | 4.4 | 1.3
CCOC(=O)C1CCN(S(=O)(=O)c2c[nH]c(=O)[nH]c2=O)CC1 | 1.4 | 1.6 | 1.0 | 0.7 | 1.3 | -4.7 | -1.3 | 8.8 | 1.1
Cc1cc(C)n(C)c(=O)c1C#N | 1.3 | -1.4 | 11.8 | 1.3 | 3.2 | 8.2 | 2.4 | 3.0 | 4.6
CC(C)C(=O)N=c1sc2cc(F)cc(F)c2n1C | 6.7 | 0.7 | -4.0 | -0.4 | -0.6 | 4.6 | 6.0 | -0.6 | -0.3
CC(c1ccccc1)n1cc(C(=O)NCc2ccccn2)nn1 (centres undefined) | 8.1 | -0.5 | -0.7 | -5.9 | -0.1 | 7.1 | 1.3 | -1.2 | -0.1
CCOc1ccc(S(=O)(=O)N2CCC(C(=O)N3CCOCC3)CC2)cc1Cl | -3.4 | -3.0 | 3.1 | 2.1 | -1.2 | -6.8 | 0.8 | 5.3 | -0.5
CC(C)[C@H](NC(=O)OC(C)(C)C)c1nnc(S(=O)(=O)Cc2c(F)cccc2Cl)o1 | 0.2 | 6.2 | -4.3 | 5.5 | -0.5 | 2.9 | -8.9 | 3.1 | 5.5
O=C(Cc1cccs1)NC1CCCC1 | -2.2 | -2.2 | 3.4 | 3.1 | -3.5 | 2.0 | 4.3 | 7.7 | 0.2
O=C(COc1ccc2c(c1)OCO2)Nc1cccc(F)c1 | 0.0 | -1.3 | -0.4 | 9.9 | 4.4 | 6.1 | 5.0 | 13.5 | 2.0
C#CCSc1nnc(-c2sc3ccccc3c2Cl)o1 | 0.9 | -6.3 | -2.6 | 4.9 | 1.7 | -1.7 | 5.4 | -0.8 | 0.4
COc1cccc(C(=O)Cn2c(=N)n(C)c3ccccc32)c1 | 1.7 | 0.4 | 8.8 | 1.4 | -1.6 | 18.5 | -0.2 | 3.0 | 7.2
O=C1N[C@@H](Cc2c[nH]c3ccccc23)COC(=O)[C@H](Cc2ccc(F)cc2)C/C=C\C[C@@H]1CC(=O)N(CCO)Cc1ccccc1 | . | . | 7.5 | 1.2 | 5.2 | 31.6 | . | 7.1 | 7.3
O=C(/C=C/c1c(F)cccc1Cl)c1ccc(O)cc1 | 2.8 | -0.8 | -2.2 | 5.4 | -2.9 | -20.5 | -31.9 | 0.1 | -0.3
N#Cc1ccc(-c2ccco2)nc1SCc1ccccc1 | -11.8 | -5.8 | 1.4 | -2.7 | -10.7 | 2.3 | -4.1 | -4.3 | -2.5
CCCCCn1nc(C(=O)N2CCc3ccccc32)c2ccccc2c1=O | -7.5 | -1.8 | 10.9 | -4.6 | -1.8 | 25.4 | . | 8.2 | 3.6
O=C(NC(=S)N(Cc1ccccc1)c1ccccn1)C1CC1 | 5.5 | 3.0 | 4.3 | 0.2 | 7.1 | 0.5 | -5.4 | -1.9 | 0.7
Cc1nn(-c2ccccc2)c(C)c1/C=N/Nc1nc2ccccc2[nH]1 | 5.6 | 5.0 | 16.7 | -2.6 | 7.7 | 29.4 | 0.4 | 15.5 | 1.8
COc1ccc(OC)c(NC(=O)CSc2nnc(CCCO)n2-c2ccccc2)c1 | 1.2 | 1.1 | -7.1 | 16.4 | -4.4 | 10.9 | -4.9 | 4.6 | -3.8
COc1cc(C(=O)NNC(=O)C2CC=CCC2C(=O)O)cc(OC)c1OC (centres undefined) | 2.4 | 1.3 | 3.6 | 3.1 | 2.0 | 4.3 | 11.5 | 2.1 | 6.2
O=C(c1cccn(Cc2cccc(Cl)c2)c1=O)N1CCOCC1 | 2.6 | 4.9 | -1.5 | 4.3 | -2.6 | 11.8 | 6.0 | 5.9 | 4.5
O=C(NNC1=C(C(=O)C(F)(F)F)CCC1)c1ccc(Cl)cc1 | 3.0 | 0.0 | -0.8 | 5.2 | 1.6 | -9.6 | 4.8 | 14.3 | 7.8
CSCC(=O)Nc1nc(-c2ccc3c(c2)OCCO3)cs1 | 3.0 | -2.8 | 5.0 | 5.0 | -0.7 | -1.2 | 4.4 | 12.0 | 5.2
CC1(C)[C@@H](O)CC[C@]2(C)C3C(O)C=C4[C@H]5C[C@@](C)(C(=O)O)CC[C@]5(C)CC[C@]4(C)[C@]3(C)CC[C@@H]12 (some centres undefined) | 4.5 | -0.3 | 5.3 | . | -0.2 | -0.8 | -7.4 | . | .
CC1Cc2ccccc2N1CC(=O)Nc1cccc(S(N)(=O)=O)c1 (centres undefined) | -1.8 | 1.9 | -1.8 | -1.1 | -1.2 | 3.5 | 3.7 | 2.7 | 2.2
Cc1ccnc(N=Cc2c(O)ccc3oc4c(c23)CCCC4)c1 | -1.8 | -0.9 | 5.0 | . | -2.1 | 1.9 | 3.7 | . | .
CCCc1cc(N2CCCC2)n2nc(C)c(-c3ccccc3)c2n1 | -0.4 | -0.7 | 7.6 | 3.2 | 0.9 | 3.7 | 5.9 | 12.1 | 2.8
O=C(O)CCC1OC(=O)C(O)=C1c1ccccc1 (centres undefined) | -0.2 | 3.6 | -0.8 | 5.1 | 0.9 | 3.4 | -3.2 | 6.9 | 5.0
CCOC(=O)c1c(NC(=O)COC(=O)C2CC2C)sc(C)c1C (centres undefined) | 5.1 | 3.2 | 5.5 | 4.3 | 0.9 | 3.1 | -4.5 | 3.6 | -0.4
C/C(N)=C(/C#N)C(=O)CSc1nnc(NC(C)C)s1 | 6.9 | -1.3 | 18.4 | 11.7 | 5.8 | 2.9 | 33.1 | 22.2 | 5.3
Cc1cc(C)c(S(=O)(=O)CCC(C)C)c(=O)[nH]1 | 7.5 | 1.8 | 3.5 | 6.0 | -1.6 | -2.0 | 4.0 | 8.2 | 1.9
CC(C)(C)CN1CCN(CCCc2ccccc2)C(CCO)C1 (centres undefined) | 1.9 | -3.8 | -1.6 | 0.9 | -2.1 | 7.5 | 10.4 | 4.2 | 0.1
Cc1ccc(S(=O)(=O)N2CCOCC2)cc1NC(=O)COC(=O)c1ccc2c(c1)OCCO2 | 0.5 | -1.4 | 11.8 | 69.9* | -3.5 | 10.4 | 7.3 | -6.7 | 2.0
COc1ccc(NC(=O)CCN2CCC(C)CC2)cc1 | -3.6 | -0.5 | 0.8 | 6.4 | -4.5 | 7.9 | 0.2 | 9.5 | 3.5
COc1ccc(-c2oc3cc(OC)c(O)c(OC)c3c(=O)c2OC)cc1O | 2.8 | -2.4 | 4.8 | -1.4 | -5.4 | 16.4 | -9.5 | 10.1 | 4.8
O=C1C2CCCCC2C(=O)N1c1ccc(S(=O)(=O)Nc2ncccn2)cc1 (centres undefined) | -3.4 | -3.3 | 2.1 | -1.4 | -1.8 | 7.2 | 3.3 | 1.9 | -0.1
O=c1c2[nH]c3ccc(F)cc3c2ncn1CC1CCCO1 (centres undefined) | 4.1 | 0.2 | 6.6 | 4.2 | 1.0 | 4.4 | 1.6 | 10.4 | 2.7
O=C(CC1NC2CCCCC2NC1=O)Nc1cccc(C(F)(F)F)c1 (centres undefined) | 4.8 | -0.7 | 4.0 | 35.7* | -5.4 | 3.2 | 2.0 | -3.9 | -1.1

Ordered by value in PREPL inh (lowest first): 3 of the compounds above
molecule	pPAFAH inh	PAFAH2 inh	PAD4 inh	PREPL inh	PAFAH1B3 inh	PAFAH1B2 FP inh
O=C(CC1NC2CCCCC2NC1=O)Nc1cccc(C(F)(F)F)c1 (centres undefined)	4.0	35.7*	-5.4	3.2	-3.9	-1.1
O=C(O)CCC1OC(=O)C(O)=C1c1ccccc1 (centres undefined)	-0.8	5.1	0.9	3.4	6.9	5.0
CC1Cc2ccccc2N1CC(=O)Nc1cccc(S(N)(=O)=O)c1 (centres undefined)	-1.8	-1.1	-1.2	3.5	2.7	2.2

Later entries
SMILES | LYPLA2 inh | LYPLA1 counter | pPAFAH inh | PAFAH2 inh | PAD4 inh | PREPL inh | GSTO1 inh | PAFAH1B3 inh | PAFAH1B2 FP inh
Cc1ccc(C)c(N(CC(=O)NCc2ccco2)C(=O)CNS(=O)(=O)c2ccccc2)c1 | -7.2 | -6.4 | 1.8 | -0.1 | -5.8 | 9.6 | 6.0 | 4.2 | 2.0
CCO[C@@H]1OC(C(=O)NC2CC2)=C[C@H](C(C)(C)C)[C@H]1CCCO | 0.1 | 1.8 | 2.6 | -8.9 | -1.6 | 21.0 | -3.9 | 2.1 | 3.8
CC(C)CCNC(=O)COc1ccc2c3c(c(=O)oc2c1)CCC3 | 8.7 | 1.3 | 8.7 | -4.6 | 0.9 | 22.0 | 2.1 | 6.8 | 0.7
Nc1ccc2c(c1)N1CCN=C1S2 | -4.0 | -2.8 | -1.0 | -1.3 | 3.0 | 25.9 | 2.6 | 6.3 | -1.2
COc1cc2sc3ccc(-c4ccc(CN5CCOCC5)cc4)cc3c(=O)c2cc1OC | . | . | -10.2 | -17.4 | -2.1 | 4.9 | . | 9.0 | -0.6
COc1ccc(CCNC(=O)C2CC(O)CN2S(=O)(=O)c2ccc(Cl)cc2)cc1OC (centres undefined) | . | . | 5.5 | -1.1 | -0.7 | 5.3 | . | 8.1 | 3.0
Cc1cccc(-n2c(O)c(C=NC3CCS(=O)(=O)C3)c3ccccc3c2=O)c1 (centres undefined) | -0.2 | 1.6 | 2.7 | -5.0 | 1.9 | -15.6 | 0.1 | 1.7 | -0.4
O=C(NCCc1ccccc1)/C(=C\c1ccc([N+](=O)[O-])cc1)NC(=O)c1ccc(Br)cc1 | -6.3 | -4.9 | -0.3 | -9.5 | -1.1 | -5.4 | 1.4 | 1.2 | -4.2
COc1ccc(S(=O)(=O)N2CCSC2c2ccc(N)cc2)cc1 (centres undefined) | 5.0 | 0.8 | 3.3 | 2.8 | 2.5 | 23.1 | 1.6 | 4.9 | 8.4
CCCCNS(=O)(=O)c1ccc2nc(SCC(=O)Nc3ccccc3)[nH]c2c1 | -1.2 | -7.7 | 0.7 | -3.6 | 1.8 | -13.0 | 10.5 | 12.3 | 4.0
